Screening data as filed in PubChem BioAssay.
Gal4-VP16 FLuc – inhibits Gal4-VP16 luciferase reporter, ROR gamma counter-screen; Drosophila S2 Gal4-VP16 UAS-luciferase, luminescence, 20 h; Potency, µM (titrated, usually from 53.6 µM), inactives show top-dose activity, negative = inhibition, usual class: inhibitors; 310,000 tested, 3.5% active; AID 2546;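 note: Gal4-VP16 expression switched on by copper sulfate through the metallothionein promoter; potency is the fitted concentration of half-maximal effect; % is set by controls: 0 for no effect and ±100 for the full control effect; nearly all actives have a fitted effect of over 50% in size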
MBNL1-CUG inh – inhibitors of human MBNL1 binding to CUG repeat RNA. Q9NR56. Potency, µM (titrated, usually from 57.5 µM), for inactives: at the top dose activity change, negative = inhibition, most hits filed as inhibitors. TR-FRET MBNL1-His/biotin-(CUG)12 binding, 665/545 ratio. 280,000 tested, 0.036% active; active = well fitted inhibition curve with a large enough effect in the signal ratio, with a control signal flat, not every such curve was filed as active; inconclusive = small, poorly fitted or top-dose-only effect, or effect the other way, or a change in a side signal; inactive = no such curve, though single readings can be large or run the other way; the % refers to the signal ratio; note: potency is the fitted concentration of half-maximal effect; % is set by controls: 0 for no effect and ±100 for the full control effect
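TR-FRET between His-tagged MBNL1 and biotin-(CUG)12 RNA, detected with Tb anti-His antibody (0.055 ng/ul) and streptavidin-XL665 (5 nM), 60 min at room temperature. Compounds titrated 92 nM to 58 uM; 665/545 nm ratio normalized to buffer and complex controls.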
Menin-MLL TR inh – menin-MLL binding inhibition, Texas Red mutant peptide | O00255 | Potency, µM (top dose mostly 61.6 µM), for the others: at the top dose FP activity change, negative = inhibition, most hits filed as inhibitors | 270,000 tested, 0.23% active | Menin + Texas Red MLL mutant peptide, fluorescence polarization; active = well fitted inhibition curve with a large enough effect in the polarisation, with a control signal flat, not every such curve was filed as active; inconclusive = small, poorly fitted or top-dose-only effect, or effect the other way, or a change in a side signal; inactive = no such curve, though single readings can be large or run the other way; the % refers to the polarisation; note: potency is the fitted concentration of half-maximal effect; % of control where 0% means no effect; many of its hits are not listed in these tables
FLuc counter – counter-screen for miR-21 project: firefly luciferase inhibitors or activators; P08659; 360,000 tested, 6.9% active; Potency, µM (series often up to 57.5 µM), inactives show at the top dose activity change, negative = inhibition, actives largely listed as inhibitors; AID 588342; purified FLuc, Km substrates, luminescence inhibition;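 note: potency is the fitted concentration of half-maximal effect; plate controls were vehicle for no effect and reference inhibitor for full effect; nearly all actives have a fitted effect of over 55% in size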
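Purified P. pyralis luciferase (10nM final) with 10uM D-luciferin and 10uM ATP (Km levels) in 50mM Tris acetate pH 7.5, 10mM Mg acetate, 0.01% Tween-20, 0.05% BSA; qHTS 6-point titration, ~60 µM downward; luminescence read.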
KCNH2 3.1 block – blocks the human KCNH2 3.1 channel isoform | activity change, % (tested at about 1.8 µM) | 340,000 tested, 0.95% active | U2OS KCNH2 3.1, thallium flux FluxOr; stronger effect = lower value;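 active = maximum activity change below -70%; inconclusive = maximum activity change from -70% to -50%; inactive = maximum activity change above -50%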;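 note: thallium influx rate constant from kinetic fluorescence after stimulation buffer; % is set by controls: 0 for no effect and ±100 for the full control effect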
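FluxOr-based Tl+ influx in U2OS cells transduced with KCNH2 3.1 virus; rate constants normalized to DMSO controls.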
NPC1 prom act – activates the NPC1 promoter | Huh7 NPC1 promoter luciferase reporter, 24 h | Potency, µM (titrated, usually from 9.22 µM), for inactives: top-dose activation, most hits filed as activators | 320,000 tested, 2.4% active | AID 485313;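 note: potency is the fitted concentration of half-maximal effect; % of control where 0% means no effect; nearly all actives have a fitted effect of over 60% in size; reporter is driven by a mutant NPC1 promoter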
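Stable NPC1-promoter luciferase Huh7 line; cpd (DMSO) 24 h, 37 °C, 5% CO2; Amplite luciferase reagent 10 min RT; luminescence readout. qHTS format.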
Mito fusion yeast – inhibitors of mitochondrial division or activators of mitochondrial fusion. S. cerevisiae fusion-defective mutant growth rescue, CellTiterGlo 48 h. Potency, µM (titrated, usually from 46.1 µM), without a hit: at the highest dose growth rescue (activation), most hits filed as activators. 320,000 tested, 0.23% active. AID 485298;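 note: potency is the fitted concentration of half-maximal effect; % of control where 0% means no effect; nearly all actives have a fitted effect of over 45% in size; temperature-sensitive fusion mutants such as fzo1-1 at 37 °C on non-fermentable ethanol glycerol medium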
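Temperature-sensitive fusion-defective S. cerevisiae (e.g. fzo1-1, mgm1-5) were grown with compound in YPEG medium (3% ethanol, 3% glycerol) for 48 hours at 37C. Growth rescue was measured as viability by CellTiterGlo luminescence after 10 minutes at ambient.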
Rab9 promoter act – activates the Rab9 promoter | Potency, µM (doses to about 9.22 µM), without a hit: at the top dose activation, negative = inhibition, hits mostly activators | 320,000 tested, 2.8% active | Huh7 Rab9 promoter-luciferase reporter, luminescence, 24 h; note: potency is the fitted concentration of half-maximal effect; % of control where 0% means no effect; nearly all actives have a fitted effect of over 60% in size
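Luminescence from Amplite-detected luciferase (10 minutes, ambient) reports Rab9 promoter activation. Before that, stable Rab9-luciferase Huh7 cells (1500/well, reduced-serum OP-MEM I plus 10% FBS) were exposed to compound for 24 hours at 37C.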
RORg inh – inhibitors of mouse ROR gamma transcriptional activity | 310,000 tested, 5.4% active | Drosophila S2 Gal4-RORgamma UAS-luciferase reporter, 20 h | Potency, µM (highest dose often 53.6 µM), without a hit: top-dose activity change, negative = inhibition, hits mostly inhibitors | AID 2551 | P51450; note: potency is the fitted concentration of half-maximal effect; % is set by controls: 0 for no effect and ±100 for the full control effect; nearly all actives have a fitted effect of over 60% in size
Target sequence (P51450 whole entry, looked up, the tested form may be a part): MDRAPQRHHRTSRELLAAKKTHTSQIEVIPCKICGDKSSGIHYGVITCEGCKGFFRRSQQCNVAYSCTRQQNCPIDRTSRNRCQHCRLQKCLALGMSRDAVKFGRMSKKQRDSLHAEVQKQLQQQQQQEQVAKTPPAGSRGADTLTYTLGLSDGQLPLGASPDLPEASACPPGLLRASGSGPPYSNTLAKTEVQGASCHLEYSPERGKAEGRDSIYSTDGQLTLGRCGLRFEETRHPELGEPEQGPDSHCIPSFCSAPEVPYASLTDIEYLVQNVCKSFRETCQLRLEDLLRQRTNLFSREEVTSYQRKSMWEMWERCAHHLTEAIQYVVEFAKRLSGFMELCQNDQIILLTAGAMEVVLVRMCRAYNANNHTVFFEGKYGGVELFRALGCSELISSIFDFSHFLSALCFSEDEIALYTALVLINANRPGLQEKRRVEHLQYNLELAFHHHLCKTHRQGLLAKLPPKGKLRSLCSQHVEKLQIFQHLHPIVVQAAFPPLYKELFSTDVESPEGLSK
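ROR gamma transcriptional activity was tracked as Gal4-UAS luciferase output in stably transfected Drosophila Schneider cells, with compound added 1 hr before 700 uM copper sulfate induction and a 20 hr ambient-temperature incubation.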
PKM2 activator – PKM2 (human) enzyme activation. P14618. purified PKM2, Kinase-Glo ATP luminescence, activation; response scale: 0% is enzyme alone, no compound. Potency, µM (doses to about 57.5 µM), inactives show top-dose activation, most hits filed as activators. 260,000 tested, 0.34% active. AID 1631; note: potency is the fitted concentration of half-maximal effect; % is set by controls: 0 for no effect and ±100 for the full control effect; nearly all actives have a fitted effect of over 55% in size
Target sequence (P14618 whole entry, looked up): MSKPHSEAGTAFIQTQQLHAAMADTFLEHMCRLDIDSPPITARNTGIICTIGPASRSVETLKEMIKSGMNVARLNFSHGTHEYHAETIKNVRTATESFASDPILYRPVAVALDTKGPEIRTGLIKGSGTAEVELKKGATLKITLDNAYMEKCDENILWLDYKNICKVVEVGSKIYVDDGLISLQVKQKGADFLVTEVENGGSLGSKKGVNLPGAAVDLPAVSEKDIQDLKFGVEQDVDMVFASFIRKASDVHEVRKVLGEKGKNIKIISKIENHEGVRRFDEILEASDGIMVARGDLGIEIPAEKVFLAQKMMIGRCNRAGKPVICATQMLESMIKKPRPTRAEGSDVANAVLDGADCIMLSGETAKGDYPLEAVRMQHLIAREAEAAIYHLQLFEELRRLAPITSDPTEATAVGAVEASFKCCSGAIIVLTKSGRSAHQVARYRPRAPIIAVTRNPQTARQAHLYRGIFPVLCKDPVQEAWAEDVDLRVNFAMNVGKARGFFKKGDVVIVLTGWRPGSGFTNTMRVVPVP
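hPK-M2, >95% pure; 0.1 mM ADP / 0.5 mM PEP final; imidazole pH7.2 buffer w/ 7 mM MgCl2, 50 mM KCl; 1 h RT; Kinase-Glo lum. Intermediate enzyme activity for dual inhibitor/activator qHTS.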
ELG1 repair inh – blocks ELG1-dependent DNA repair in HEK293T cells | 330,000 tested, 2.3% active | Potency, µM (titrated, usually from 46.1 µM), for inactives: at the top dose activity change, negative = inhibition, actives largely listed as inhibitors | AID 504467 | HEK293T ELG1-luciferase reporter, luminescence, 16 h; DNA damage induced by 5-fluorouridine; note: potency is the fitted concentration of half-maximal effect; % is set by controls: 0 for no effect and ±100 for the full control effect; nearly all actives have a fitted effect of over 55% in size
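Reporter activity after DNA damage by 5-fluorouridine is monitored. Compound-treated cells incubate 16 hr at 37 °C, then ONE-Glo is added for 30 min before luminescence reading.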
Starred values were filed as active, the others as inactive; [ ] = another dose, or the depositor's remark. Unless noted, calls come from the whole dose curve; as a rule, active = well fitted curve in the direction sought with a large enough effect; inconclusive = small, poorly fitted or top-dose-only effect, or another doubt; inactive = no such curve, though single readings can be large; an effect the other way counts as inactive or inconclusive. An excerpt (hit frequency here may not be typical).

Results for O=[N+]([O-])c1ccc(CN2CCOCCOCCOCC2)cc1 ?
Gal4-VP16 FLuc: 8%; Menin-MLL TR inh: -16%; FLuc counter: -1%; KCNH2 3.1 block: -13; NPC1 prom act: -2%; Mito fusion yeast: -1%; Rab9 promoter act: 9%; RORg inh: 16%; PKM2 activator: -5%; ELG1 repair inh: 11%

What do the screens show for `O=C(NC1CCCCC1)NC1(C(=O)N2CCN3CCCC3C2)CCCCC1` (stereo unspecified)?
Gal4-VP16 FLuc: 2%; MBNL1-CUG inh: -2%; Menin-MLL TR inh: 0%; FLuc counter: -1%; KCNH2 3.1 block: 5; NPC1 prom act: 1%; Mito fusion yeast: 1%; Rab9 promoter act: -1%; RORg inh: -29%; PKM2 activator: 6%; ELG1 repair inh: 15%

Results for Cc1ccccc1NC(=O)NNC(=O)c1ccc2ccccc2c1 ?
Gal4-VP16 FLuc: 12%; MBNL1-CUG inh: 4%; Menin-MLL TR inh: -10%; FLuc counter: -1%; KCNH2 3.1 block: 11; NPC1 prom act: -1%; Mito fusion yeast: 2%; Rab9 promoter act: -3%; RORg inh: 14%; PKM2 activator: -5%; ELG1 repair inh: 15%

Results for Oc1ccc(N2CCN(C(c3ccccn3)c3nnnn3C3CCCC3)CC2)cc1 (stereo unspecified) ?
Gal4-VP16 FLuc: 2%; MBNL1-CUG inh: 12%; Menin-MLL TR inh: -11%; FLuc counter: -5%; KCNH2 3.1 block: 9; NPC1 prom act: 1%; Mito fusion yeast: 2%; Rab9 promoter act: 0%; RORg inh: -20%; PKM2 activator: -18%; ELG1 repair inh: -11%

What do the screens show for `O=C1NN(c2ccccc2)C(=O)/C1=C\c1ccccc1OCC(=O)N1CCOCC1`?
Gal4-VP16 FLuc: -11%; MBNL1-CUG inh: -24%; Menin-MLL TR inh: 28%; FLuc counter: inconclusive; KCNH2 3.1 block: -20; NPC1 prom act: -4%; Mito fusion yeast: -9%; Rab9 promoter act: 9%; RORg inh: 12%; PKM2 activator: 10µM*; ELG1 repair inh: 9%

What do the screens show for `CCCOC(=O)c1ccc(Oc2c(-c3ccc(O)cc3O)n[nH]c2C)cc1`?
Gal4-VP16 FLuc: -20%; MBNL1-CUG inh: -9%; Menin-MLL TR inh: inconclusive; FLuc counter: 0%; KCNH2 3.1 block: -19; NPC1 prom act: 0%; Mito fusion yeast: 12%; Rab9 promoter act: 11%; RORg inh: inconclusive; PKM2 activator: 3%; ELG1 repair inh: inconclusive

Results for CC(=O)C(C(C)=O)c1c(Cl)c(O)c(O)c2c(C(=O)c3ccccc3)coc12 ?
Gal4-VP16 FLuc: inconclusive; MBNL1-CUG inh: 3%; Menin-MLL TR inh: 1%; FLuc counter: inconclusive; KCNH2 3.1 block: 2; NPC1 prom act: -14%; Mito fusion yeast: -3%; Rab9 promoter act: -11%; RORg inh: 16µM*; PKM2 activator: inconclusive; ELG1 repair inh: inconclusive

What do the screens show for `CCOC(=O)CNC(=O)c1cccnc1`?
Gal4-VP16 FLuc: 2%; MBNL1-CUG inh: -7%; Menin-MLL TR inh: 8%; FLuc counter: 0%; KCNH2 3.1 block: 4; NPC1 prom act: -1%; Mito fusion yeast: 1%; Rab9 promoter act: 1%; RORg inh: -8%; PKM2 activator: -1%; ELG1 repair inh: -3%

What do the screens show for `COc1ccc(N=Nc2cc(C)c(O)c(CN3CCCCC3)c2)cc1`?
Gal4-VP16 FLuc: -2%; MBNL1-CUG inh: 21%; FLuc counter: inconclusive; KCNH2 3.1 block: -5; NPC1 prom act: -3%; Mito fusion yeast: -2%; Rab9 promoter act: -5%; RORg inh: 14%; PKM2 activator: 11%; ELG1 repair inh: 11%

What do the screens show for `C/C(=N\O)C(=O)OC1CC(C)CCC1C(C)C` (stereo unspecified)?
Gal4-VP16 FLuc: 1%; MBNL1-CUG inh: 0%; Menin-MLL TR inh: -6%; FLuc counter: -1%; KCNH2 3.1 block: 22; NPC1 prom act: 1%; Mito fusion yeast: 3%; Rab9 promoter act: -3%; RORg inh: -12%; PKM2 activator: -17%; ELG1 repair inh: -20%

What do the screens show for `O=C(CSCC(=O)N1CCCCC1)Nc1nc(-c2ccc(Cl)s2)cs1`?
Gal4-VP16 FLuc: 11%; MBNL1-CUG inh: 18%; Menin-MLL TR inh: -7%[11.7 µM]; FLuc counter: inconclusive; KCNH2 3.1 block: 18; NPC1 prom act: 3%; Mito fusion yeast: 6%; Rab9 promoter act: inconclusive; RORg inh: inconclusive; PKM2 activator: 5%; ELG1 repair inh: inconclusive

Results for Cc1cc(OCC(=O)NN2C(=O)c3ccccc3C2=O)ccc1Cl ?
Gal4-VP16 FLuc: -1%; MBNL1-CUG inh: 6%; Menin-MLL TR inh: -6%; FLuc counter: -12%; KCNH2 3.1 block: 11; NPC1 prom act: 8%; Mito fusion yeast: -2%; Rab9 promoter act: 3%; RORg inh: 4%; PKM2 activator: 3%; ELG1 repair inh: 4%

What do the screens show for `O=C(O)CCC(=O)Nc1ccc(OCC2CCCO2)cc1` (stereo unspecified)?
Gal4-VP16 FLuc: 2%; MBNL1-CUG inh: -4%; Menin-MLL TR inh: 0%; FLuc counter: -11%; KCNH2 3.1 block: -9; NPC1 prom act: 0%; Mito fusion yeast: 1%; Rab9 promoter act: 0%; RORg inh: -1%; PKM2 activator: 1%; ELG1 repair inh: 1%

Results for O=C(N/N=C/c1cccnc1)c1ccc2c(c1)OCCO2 ?
Gal4-VP16 FLuc: 14µM*; MBNL1-CUG inh: inconclusive; Menin-MLL TR inh: -17%; FLuc counter: 6µM*; KCNH2 3.1 block: 2; NPC1 prom act: inconclusive; Mito fusion yeast: -14%; Rab9 promoter act: 3.2µM*; RORg inh: inconclusive; PKM2 activator: -12%; ELG1 repair inh: inconclusive

What do the screens show for `Cc1ccc(OCc2cc(C(=O)NC3CCc4ccccc43)no2)cn1` (stereo unspecified)?
Gal4-VP16 FLuc: inconclusive; MBNL1-CUG inh: -1%; FLuc counter: -4%; KCNH2 3.1 block: 16; NPC1 prom act: -5%; Mito fusion yeast: 7%; Rab9 promoter act: -13%; RORg inh: 5%; PKM2 activator: 1%; ELG1 repair inh: -1%

Results for CS(=O)(=O)Nc1cccc(C2=NN(C(=O)c3cccc([N+](=O)[O-])c3)C(c3cccs3)C2)c1 (stereo unspecified) ?
Gal4-VP16 FLuc: -1%; MBNL1-CUG inh: inconclusive; Menin-MLL TR inh: inconclusive; FLuc counter: 1%; KCNH2 3.1 block: -13; NPC1 prom act: 0%; Mito fusion yeast: 6%; Rab9 promoter act: -1%; RORg inh: -4%; ELG1 repair inh: 13µM*

What do the screens show for `CCC1=NN(C(=O)Cc2ccccc2)C(O)(c2ccncc2)C1` (stereo unspecified)?
Gal4-VP16 FLuc: inconclusive; MBNL1-CUG inh: -9%; Menin-MLL TR inh: inconclusive; FLuc counter: -1%; KCNH2 3.1 block: -17; NPC1 prom act: 1%; Mito fusion yeast: -1%; Rab9 promoter act: -6%; RORg inh: 0%; PKM2 activator: -25%; ELG1 repair inh: -6%

Results for Cc1cc(NC(=S)NC(=O)/C=C/c2ccc(S(=O)(=O)N3CCOCC3)cc2)ccc1Br ?
Gal4-VP16 FLuc: -6%; MBNL1-CUG inh: -1%; Menin-MLL TR inh: -7%; FLuc counter: 2%; KCNH2 3.1 block: 2; NPC1 prom act: -4%; Mito fusion yeast: -4%; Rab9 promoter act: -5%; RORg inh: 7.1µM*; PKM2 activator: -8%; ELG1 repair inh: -9%

What do the screens show for `Cc1csc(NC(=O)c2ccccc2[N+](=O)[O-])n1`?
Gal4-VP16 FLuc: 8%; MBNL1-CUG inh: inconclusive; Menin-MLL TR inh: 5%; FLuc counter: 2%; KCNH2 3.1 block: 16; NPC1 prom act: -1%; Mito fusion yeast: 0%; Rab9 promoter act: 4%; RORg inh: 0%; PKM2 activator: 16%; ELG1 repair inh: 9%

What do the screens show for `Cn1cccc1C(=O)OCC(=O)N1c2ccccc2NC(=O)C1(C)C`?
Gal4-VP16 FLuc: -5%; MBNL1-CUG inh: -3%; Menin-MLL TR inh: 1%; FLuc counter: 0%; KCNH2 3.1 block: -5; NPC1 prom act: 1%; Mito fusion yeast: 27%; Rab9 promoter act: -1%; RORg inh: -10%; PKM2 activator: -2%; ELG1 repair inh: -5%
